mHTT-CaM PPI inh: mHTT-calmodulin interaction abrogation | inhibition, % at 15 µM | P42858 | AlphaScreen His-mHTT/GST-CaM binding, luminescence | hit rate 3.6% among 190,000 | AID 1671202;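 note: 0% = both proteins with DMSO and 100% = one protein alone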
Pf apPOL inh: Pf-apPOL DNA polymerase inhibition. hit rate 0.25% among 210,000. AID 1794808. inhibition, % at 10 µM. Recombinant Pf-apPOL, molecular beacon fluorescence, 1.5 h
Starred values were filed as active, the others as inactive; i = inactive; . = not tested or not shown; & = joins results of further samples. Cut-off read from the data, not from the text of the source: active = inhibition above about 50%; inactive = the rest.

Second line of a record – mHTT-CaM PPI inh	Pf apPOL inh
> CSc1nc(N)nc(SCC(=O)Nc2cccc(C(F)(F)F)c2)c1C#N
→ -1	-29
> CNC(=O)N1CCCC(c2cccc(C(=O)NCc3ccc(OC(C)C)cc3)c2)C1 (centres undefined)
→ 26	-11
> O=C(NCCC1=CCCCC1)C(=O)NCC1(O)CCCC1
→ -3	-7
> O=C(Nc1ccccc1F)C1CCN(C(=O)Cc2ccccc2)CC1
→ 1	-6
> O=C1CC(c2ccccc2C(=O)O)Oc2ccccc21 (centres undefined)
→ -2	-12
> COCCCNC(=O)C1(C)CCC(=O)N1Cc1ccccc1F (centres undefined)
→ -2	1
> O=C(Nc1ccccc1C1CC1)c1ccc(Br)cc1
→ -13	1
> CCCCCCCCCCCCCC#CC(O)C(N)CO (centres undefined)
→ .	-10
> O=C(NCc1csc(-c2cccs2)n1)C1CCN(C(=O)c2cccc(F)c2)CC1
→ -1	0
> Nc1ccc2oc(-c3cccc(I)c3)nc2c1
→ -14	3
> CC(C)CCNC(=O)c1ccc2c(c1)N(C)C(=O)C1CCCCN21 (centres undefined)
→ -1	2
> Cc1cc([N+](=O)[O-])nn1CC(=O)Nc1cc(Oc2cccc(Cl)c2)cc([N+](=O)[O-])c1
→ 7	-191
> O=C(Nc1cccc(F)c1)c1cc2cc([N+](=O)[O-])ccc2oc1=O
→ 5	-3
> CC(C)(C)c1ccc(Oc2ncccc2NC(=O)c2cccs2)cc1
→ .	-10
> COc1cc(C2NC(=O)N(C)C3=C2C(=O)CCC3)cc(OC)c1OC (centres undefined)
→ 0	-4

The list goes on:
Second line of a record – mHTT-CaM PPI inh	Pf apPOL inh
> OCc1nc2ccccc2n1CCC1CCCCC1
→ 6	-3
> CSc1ccc(CCNC(=O)c2csc3c2CCCC3)cc1
→ -8	-5
> CCCn1c(C2CCN(C(=O)c3ccc(C)c(C)c3)C2)nc2cccnc21 (centres undefined)
→ 4	-3
> COc1c(C(=O)NC2CCCC2)sc2ccc(F)cc12
→ -21	2
> Cc1cc(C2CCCN2C(=O)Cn2nc(C(F)(F)F)c3c2CCCC3)on1 (centres undefined)
→ -6	1
> COc1ccc2c(c1)OCC/C2=N\OC(=O)c1ccccc1-c1ccccc1
→ i	-12
> CCSc1ccc(C(N)=NOC(=O)C(C)(C)C)cn1
→ .	-9
> CN(C)c1ccc(/C=C/c2nc3ccccc3c(=O)[nH]2)cc1
→ 0	2
> COc1cnn(-c2ccc([N+](=O)[O-])cc2)c(=O)c1Cl
→ -5	-3
> Cc1ccc(OCC(O)CN2CCN(c3ccc(F)cc3)CC2)cc1C (centres undefined)
→ 36	-4
> CNC(=O)C1CCCN(c2nc3ncn(CC(=O)Nc4ccc(F)cc4)c(=O)c3s2)C1 (centres undefined)
→ 0	-6
> Cc1nc2nc(N)nn2c2c1C(=O)CC(C)(C)C2
→ 2	.
> COc1nccnc1N1CCC(NC(=O)NCc2cccc(F)c2)C1 (centres undefined)
→ 4	-1
> CC(=O)N1CCN(c2ccc(OC[C@H]3CO[C@](Cn4ccnc4)(c4ccc(Cl)cc4Cl)O3)cc2)CC1
→ .	2
> COc1cc(C2Nc3ccccc3NC3=C2C(=O)CC(c2ccc(C)cc2)C3)cc(OC)c1OC (centres undefined)
→ 27	-6

Additional structures:
Second line of a record – mHTT-CaM PPI inh	Pf apPOL inh
> O=C(NC(c1ccc([N+](=O)[O-])cc1)c1cc(Cl)c2cccnc2c1O)c1cccnc1 (centres undefined)
→ 53*	-9
> CCOC(=O)c1ccc(OCC2c3cc(OC)c(OC)cc3CCN2C(=O)c2cc(OCC)c(OCC)c(OCC)c2)cc1 (centres undefined)
→ 0	2
> O=C(N=c1sccn1Cc1ccccc1C(=O)N1CCCC1)c1ccccc1F
→ 3	-8
> O=C(NC1CC1)c1cccc(OCC2CCCN(C(=O)Cc3ccccc3F)C2)c1 (centres undefined)
→ 10	0
> O=C(Nc1ccc(N2CCN(C3CCCCC3)C2=O)nc1)c1ccccc1
→ -5	1
> O=C(c1cc2n(n1)CCCN(Cc1cccc(F)c1)C2=O)N1CCN(c2ccccc2)CC1
→ 32	-3
> COc1ccc(OC2CCN(C(=O)Nc3ccc(C)cc3)CC2)cc1
→ -5	-8
> C=CCN(CC=C)S(=O)(=O)c1ccc(OC)c2ncccc12
→ -2&1	-5
> COc1ccccc1NC(=O)N1CCC2(C1)C(=O)N(C)c1ccccc12 (centres undefined)
→ 7	-7
> Cc1ccc(NC(=O)C2(C)Oc3cccnc3N(C)C2=O)c(C)c1 (centres undefined)
→ -7	-6
> CCN1CCN(CCCNC(=O)c2ccc3c(c2)N(C)C(=O)C2CCCCN32)CC1 (centres undefined)
→ 3	4
> CC1=NC=CC2NC(=O)C(C#N)=CC12 (centres undefined)
→ .	0
> Cc1nc(-c2cnccn2)nc2c1CCC(=O)N2Cc1ccccc1F
→ -8	-1
> CC(C)N1C(=O)C(C)(C(=O)N2CCN(c3ccccc3F)CC2)Oc2cccnc21 (centres undefined)
→ 14	-9
> O=C(Oc1ccc2c(c1)OC(=Cc1ccncc1)C2=O)c1ccco1
→ -4	4

Next part:
Second line of a record – mHTT-CaM PPI inh	Pf apPOL inh
> Cc1cc(O)c2c(c1)OC(=Cc1ccc(Br)cc1)C2=O
→ 43	-14
> Cc1cccc(C)c1-c1cncc(C(=O)NCc2ccccn2)c1
→ 3	-10
> O=C(CSc1nnc2n1CCCCC2)Nc1cccc(C(F)(F)F)c1
→ -1	-4
> COc1cc(OC)c(OC)cc1C=C1C(=O)OC2(CCCCC2)OC1=O
→ 13	-4
> O=C(Nc1cc(C(F)(F)F)ccc1Cl)c1noc2c1CCCC2
→ -8	-3
> O=C(O)C1CC2CN(C(=O)c3ccccc3)CC(C1)C2=O (centres undefined)
→ -3	2
> COc1ccccc1C1CC(c2ccc(Cl)c(Cl)c2)Nc2nc(N)nn21 (centres undefined)
→ 99*	-1
> COc1ncccc1CN(C)C(=O)c1ccncc1
→ -5	1
> CC1CCN(C(=O)C(C2CCCC2)N2CCN(C(=O)c3ccccc3F)CC2)CC1 (centres undefined)
→ 8	-2
> C=CCn1c(Br)nc2c1c(=O)[nH]c(=O)n2C
→ -4	2
> O=C(O)c1cc(C2CC2)n(C2CCS(=O)(=O)C2)n1 (centres undefined)
→ -19	-8
> COc1ccccc1OCC(=O)N1CCCCC1CCN1CCCCCC1 (centres undefined)
→ 1	-10
> Cc1cc(Br)cc(C)c1OCCOCCN1CCN(C)CC1
→ -1	-6
> Cc1cccc2c(=O)c(C(=O)O)c[nH]c12
→ -2	-13
> N#Cc1ccc(NC(=O)CCC(=O)O)cc1
→ 2	-3

Later entries.
Second line of a record – mHTT-CaM PPI inh	Pf apPOL inh
> CCNC(=O)c1cc(C)nc2ccc(CC)cc12
→ 10	4
> CSCCC(NS(=O)(=O)c1ccc(Oc2ccccc2Cl)cc1)C(=O)O (centres undefined)
→ 2	9
> O=C(NCc1ccco1)N1CCCC(OCc2nc(C3CC3)no2)C1 (centres undefined)
→ -4	-4
> COc1ccc(Cl)cc1NC(=O)C1C2C=CC(C2)C1C(=O)O (centres undefined)
→ -5	1
> O=C(NCc1nnnn1-c1ccc(F)cc1)C(c1ccccc1)c1ccccc1
→ -22	-5
> O=c1/c(=C/c2cccc(Br)c2)sc2nc3cc(Br)cnc3n12
→ -2	-1
> O=C(NC1CCCCC1)/C(=C/c1cccnc1)NC(=O)c1ccco1
→ -3	13
> COc1ccc(Oc2cccc(F)c2CNC(=O)Nc2ccccc2)cc1
→ .	-3
> CCN1CCN(C2CCN(C(=O)c3cccc(C#N)c3)CC2)C1=O
→ -12	1
> CCc1ccc(CN2CCC(O)CC2)cc1
→ 9	5
> c1ccc(Nc2nc(-c3ccc4c(c3)OCO4)cs2)nc1
→ 37	4
> CCCCNC(=O)C1CCCN(c2nc3ccc(OC)cc3s2)C1 (centres undefined)
→ 4	-15
> Cc1ccccc1CNC(=O)COc1ccc(Cl)cc1Cl
→ -7	-8
> Cc1cccc(-c2cc(NC(=O)c3ccccc3[N+](=O)[O-])n[nH]2)c1
→ 14	-1
> O=C(Nc1ccc(-n2nncc2-c2ccccc2)cc1)c1cccs1
→ 26	-14

Continuation:
Second line of a record – mHTT-CaM PPI inh	Pf apPOL inh
> O=C(Cc1cccs1)N1CCN(c2nc(CN3CCCCCC3)cs2)CC1
→ 18	-3
> O=C1OC(c2ccccc2Cl)=N/C1=C\c1ccco1
→ -5	-4
> COCC(=O)N1CCN(Cc2noc3ccccc23)CC1
→ -5	0
> Cc1c(O)ccc(NC(=O)c2ccccc2Cl)c1C
→ 0	-2
> COc1cccc(CNC(=O)c2ccc3c(c2)N(C)C(=O)C2CCCCN32)c1 (centres undefined)
→ 26	0
> COc1ccc(CC(=O)NN2C(=O)c3ccccc3C2=O)cc1
→ -5	0
> Cc1ccc(C(=O)Nc2sc3c(c2C#N)CCCCCC3)o1
→ -2	-2
> Clc1ccccc1C1CC(c2ccccc2)n2ncnc2N1 (centres undefined)
→ 4	-2
> Cc1ccc(S(=O)(=O)N2CCC3(CC2)NCCN=C3NCc2ccccc2)c(C)c1
→ 9	-6
> O=C(Cc1csc(NC(=O)C2CCCC2)n1)NCCc1cccs1
→ -18	-11
> Cc1ccc(C=C2Oc3cc(OC(=O)C(C)C)ccc3C2=O)cc1
→ 4	-8
> Cc1ccc(NC(=O)c2cccc(-c3nc(-c4ccc(F)cc4)no3)c2)nc1
→ -7	-2
> O=C(c1csc(N2CCN(c3ccc(F)cc3)CC2)n1)N1CCCCC1
→ 5	-8
> CCN1c2cc(F)ccc2C(=O)NC12CCN(C(=O)c1ccc(OC)cc1OC)CC2
→ 4	0
> Cc1nc2c(c3c1[nH]c1ccccc13)C(N)CC(C)(C)C2 (centres undefined)
→ -5	6

Profiles, quoted from the list. Screens in order: mHTT-CaM PPI inh, Pf apPOL inh
`Cc1ccc(NC(=O)c2cccc(-c3nc(-c4ccc(F)cc4)no3)c2)nc1` is entered as -7, -2
`Cc1nc2c(c3c1[nH]c1ccccc13)C(N)CC(C)(C)C2` (centres undefined) is entered as -5, 6
`Clc1ccccc1C1CC(c2ccccc2)n2ncnc2N1` (centres undefined) is entered as 4, -2

Following part
Second line of a record – mHTT-CaM PPI inh	Pf apPOL inh
> CCCCn1c(=N)n(CCOc2ccccc2Cl)c2ccccc21
→ 2	-8
> O=C(CSc1nnc(-c2ccco2)c(-c2ccco2)n1)Nc1ccc(Cl)cc1
→ 99*	1
> COc1cccc(NC(=O)CN(c2cc(C(F)(F)F)ccc2Cl)S(C)(=O)=O)c1
→ -4	-7
> O=C(NCC1CCCO1)c1ccc(Cl)cc1 (centres undefined)
→ -2	1
> CC(C)N1Cc2cc(C(=O)NC3CCCC3)sc2C1
→ 0	-6
> CCCNC(=O)N1CCC2(C1)C(=O)N(C)c1ccccc12 (centres undefined)
→ -8	-6
> Cc1cc(Nc2ccccc2)nc(N)n1
→ 1	0
> CCC(C)c1ccccc1OCC(=O)Nc1cccc(-c2nnc(-c3ccco3)o2)c1 (centres undefined)
→ 10	-8
> Cn1c(CN2CCN(CC#N)CC2)c(C#N)c2ccccc21
→ 0	-2
> Nc1c(C(=O)N2CCCCC2)nnn1-c1ccc(OC(F)(F)F)cc1
→ -2	6
> CCOc1ccc(CN2CCc3nc(Nc4ccc5c(c4)OCO5)ncc3C2)cc1
→ 30	0
> CCNC(=S)N1CCc2cc(OC)c(OC)cc2C1COc1ccc(C(=O)OCC)cc1 (centres undefined)
→ 19	4
> Cc1ccc(S(=O)(=O)N2CC(CN(C)C)C3(CCOCC3)C2)cc1 (centres undefined)
→ -2	-12
> CS(=O)(=NC(=O)Nc1ccccc1)c1ccccc1 (centres undefined)
→ .	0&0
> O=C(c1cccs1)N1CCN(c2ccccc2F)CC1
→ -5	18

2 of the compounds above, as comma-separated lines.
SMILES,mHTT-CaM PPI inh,Pf apPOL inh
Cc1ccc(S(=O)(=O)N2CC(CN(C)C)C3(CCOCC3)C2)cc1 (centres undefined),-2,-12
CS(=O)(=NC(=O)Nc1ccccc1)c1ccccc1 (centres undefined),.,0&0

Grouped by structure, the compounds so far with two or more sulfur atoms (6)
Second line of a record – mHTT-CaM PPI inh	Pf apPOL inh
> CSc1nc(N)nc(SCC(=O)Nc2cccc(C(F)(F)F)c2)c1C#N
→ -1	-29
> O=C(NCc1csc(-c2cccs2)n1)C1CCN(C(=O)c2cccc(F)c2)CC1
→ -1	0
> CSc1ccc(CCNC(=O)c2csc3c2CCCC3)cc1
→ -8	-5
> CSCCC(NS(=O)(=O)c1ccc(Oc2ccccc2Cl)cc1)C(=O)O (centres undefined)
→ 2	9
> O=C(Cc1cccs1)N1CCN(c2nc(CN3CCCCCC3)cs2)CC1
→ 18	-3
> O=C(Cc1csc(NC(=O)C2CCCC2)n1)NCCc1cccs1
→ -18	-11

Further compounds
Second line of a record – mHTT-CaM PPI inh	Pf apPOL inh
> CCC(=O)N1CCN(c2nc3c(s2)CC(C(=O)NCc2ccc(CC)cc2)CC3)CC1 (centres undefined)
→ 7	-4
> O=C(Nc1cnc(N2CCOCC2)nc1)c1cccc(C(F)(F)F)c1
→ -5	1
> CCn1ccc(C(=O)N2CCC(CCOCc3cccc(F)c3)CC2)n1
→ -5	-6
> C#CCNC[C@@H]1CSCCS(=O)(=O)N1
→ -5	-5
> COc1ccc(N2CCN(C(=O)c3ccc(Cl)c(Cl)c3)C(C)C2=O)cc1 (centres undefined)
→ 23	-4
> O=C(c1ccc(-c2csc(C3CC3)n2)cc1)N1CCN(C2CCCCC2)CC1
→ 24	-4
> COCCN1C(=O)Cc2ccccc2C1C(=O)NCc1ccc(N2CCOCC2)cc1 (centres undefined)
→ 4	-5
> COc1cc(O)c(C(CC(=O)N2CCOCC2)c2cc(OC)c(OC)c(OC)c2)c(OC)c1 (centres undefined)
→ -2	-7
> O=C(Nc1c2c(nn1-c1cccc(Cl)c1)CSC2)c1c(F)cccc1F
→ 23	-5
> O=C(O)C1CC=CCC1C(=O)NCCCCc1ccccc1 (centres undefined)
→ -2	-4
> CCOc1ccccc1CN1C(=O)c2ccccc2C1C(=O)NC1CCCC(C)C1C (centres undefined)
→ -12	-15

Screens deposited in PubChem by University of Kansas High Throughput Screening Laboratory.

Random draw from the library. About 3.6% of those tested had a hit in this group.
